Screening results as filed in PubChem.
SENP7 inh = blocks the human protease SENP7; Q9BQF6; recombinant SENP7, Z-RLRGG-aminoluciferin luminescence, 40 min; inhibition, % at 5 µM; 330,000 compounds, 1.5% hits;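 active = inhibition above about 50% at the single test dose, limit read from the data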;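 also: plate controls were DMSO with enzyme for no effect and no enzyme buffer wells for full effect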
Target sequence (Q9BQF6 706-1050 limits assumed): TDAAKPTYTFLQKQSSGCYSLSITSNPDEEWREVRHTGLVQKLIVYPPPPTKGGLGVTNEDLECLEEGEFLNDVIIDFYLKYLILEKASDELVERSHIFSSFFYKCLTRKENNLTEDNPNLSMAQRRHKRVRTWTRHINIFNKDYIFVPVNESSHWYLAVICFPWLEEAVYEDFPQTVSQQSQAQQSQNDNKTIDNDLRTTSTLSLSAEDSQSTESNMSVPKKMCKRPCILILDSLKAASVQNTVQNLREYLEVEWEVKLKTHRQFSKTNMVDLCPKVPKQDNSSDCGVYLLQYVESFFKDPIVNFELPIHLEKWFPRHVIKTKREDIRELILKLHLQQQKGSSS
SENP8 inh = inhibitors of human SENP8 protease; AID 602440; 360,000 compounds, 0.64% hits; inhibition, % at 20 µM; recombinant SENP8, Nedd8 substrate fluorescence; Q96LD8; in the data active = inhibition mostly above about 40%, no sharp cut-off; inactive = mostly below about 27%
Target sequence (Q96LD8 whole entry, looked up): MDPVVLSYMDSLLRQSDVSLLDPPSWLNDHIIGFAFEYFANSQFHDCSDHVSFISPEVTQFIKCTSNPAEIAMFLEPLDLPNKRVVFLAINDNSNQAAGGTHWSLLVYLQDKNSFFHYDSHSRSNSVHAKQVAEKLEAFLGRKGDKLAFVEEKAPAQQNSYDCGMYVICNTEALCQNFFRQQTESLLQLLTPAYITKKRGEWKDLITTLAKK
GRIN3A LBD mod = NR3A (human) ligand-binding domain modulation; 340,000 compounds, 2.5% hits; AID 1259313; Tm shift relative to glycine control, % at 25 µM; NR3A LBD differential scanning fluorimetry, Tm shift; 0% = protein alone, 100% = glycine-bound protein;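 active = melting temperature shift of at least 10% of the positive control shift, at one fixed dose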
ATG4B inh = inhibitors of human ATG4B cysteine protease | ATG4B cleavage of LC3-PLA2, NBD-HPC fluorescence, 1 h | inhibition, % at 8.33 µM | 340,000 compounds, 0.51% hits | Q9Y4P1; in the data active = inhibition above about 40%
SENP6 inh = blocks the human protease SENP6 | Recombinant SENP6 catalytic domain, aminoluciferin luminescence | 330,000 compounds, 1.8% hits | inhibition, % at 10 µM;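 active = inhibition above about 50% at the single tested dose, limit read from the data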;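 also: plate controls were DMSO wells with enzyme for no effect and DMSO wells lacking enzyme for full effect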
Target sequence (Q9GZR1 628-1112 limits assumed): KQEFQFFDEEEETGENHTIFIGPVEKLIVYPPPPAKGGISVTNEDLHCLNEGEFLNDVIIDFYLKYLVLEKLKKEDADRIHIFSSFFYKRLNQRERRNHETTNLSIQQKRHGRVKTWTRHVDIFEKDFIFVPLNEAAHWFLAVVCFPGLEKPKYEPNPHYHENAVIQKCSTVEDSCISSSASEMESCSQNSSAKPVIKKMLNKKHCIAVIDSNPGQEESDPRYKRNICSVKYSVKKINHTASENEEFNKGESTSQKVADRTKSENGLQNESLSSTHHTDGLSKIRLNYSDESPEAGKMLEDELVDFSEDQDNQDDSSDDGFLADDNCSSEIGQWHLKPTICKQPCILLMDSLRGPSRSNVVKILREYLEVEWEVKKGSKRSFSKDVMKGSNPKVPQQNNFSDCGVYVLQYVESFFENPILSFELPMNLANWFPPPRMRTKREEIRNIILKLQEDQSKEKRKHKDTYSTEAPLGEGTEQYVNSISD
HKDC1 inhibitor = blocks human hexokinase HKDC1 activity | Q2TB90 | recombinant HKDC1, G6PDH/diaphorase resazurin coupled fluorescence | inhibition, % at 20 µM | 340,000 compounds, 0.16% hits | AID 493160;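 active = inhibition above about 35% when tested at 20 µM, limit read from the data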;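 also: plate controls were DMSO wells with enzyme for no effect and DMSO wells lacking enzyme for full effect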
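Material: recombinant HKDC1 hexokinase; Amount: HKDC1 at 5 µg/mL; Medium: Tris pH 8.0 buffer with MgCl2, Tween-20, BSA, BME; Schedule: 90 min reaction incubation at room temperature, dark; Technique: coupled resazurin fluorescence, excitation 525 nm, emission 613 nm.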
MPTP block = permeability transition pore inhibition; isolated mouse mitochondria, Ca2+ swelling absorbance, 30 min; inhibition, % at 10 µM; 360,000 compounds, 1.4% hits; AID 602449;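 active = inhibition of 50% or more, scaled per plate between neutral and stimulator controls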;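 also: 0% = DMSO wells given calcium and 100% = 1 mM EGTA wells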
PfG6PD inh = PfG6PD (Plasmodium falciparum) enzyme inhibition | PfGluPho enzyme, NADPH resazurin-diaphorase fluorescence | inhibition, % at 20 µM | 350,000 compounds, 0.78% hits | AID 504690;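 active = inhibition reaching at least a set limit at 20 µM in the primary screen, cut at about 59% in these data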;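 also: 0% = DMSO wells with substrate and 100% = DMSO wells lacking glucose-6-phosphate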
Numbers without * were called inactive; i = inactive; x = no result given. An excerpt. The share of hits here may be higher or lower than overall.

1	CCN1C(=O)C(=Cc2ccc(C)s2)C(=O)N(CC)C1=S
2	CC1=C(N2CC2)C(=O)C(CO)=C(N2CC2)C1=O
3	O=C1CC23c4ccccc4N4C(=O)CC5OCC=C6CN1C2CC6C5C43 (stereo not drawn)
4	CCOc1ccc(CC2C(=O)NC(=O)N(c3ccc(CC)cc3)C2=O)cc1 (stereo not drawn)
5	O=c1c2ccccc2nc(Cc2ccccc2)n1-c1ccccc1O
6	Cc1cc2c(s1)NC(=O)CN=C2c1cccs1
7	COC(=O)C1=C(c2ccccc2OCc2ccccc2)C[C@@H]2CC[C@H]1N2C(=O)NCc1ccc(Cl)cc1
8	COc1ccc(N=Cc2c(O)n(C)c(=O)[nH]c2=O)cc1
9	COc1c(C=C2C(=O)NC(=O)NC2=O)c(CCN(C)C(=O)c2ccccc2)cc2c1OCO2
10	C=CC1CN2CCC1CC2C(O)c1ccnc2ccccc12 (stereo not drawn)
Assay by compound	1	2	3	4	5	6	7	8	9	10
SENP7 inh	10	x	x	-5	14	6	0	23	4	x
SENP8 inh	-222	63*	-5	23	10	6	11	-36	44*	16
GRIN3A LBD mod	3	3	0	4	-1	0	-4	-2	0	-4
ATG4B inh	13	5	-7	-11	5	-11	2	4	-22	-4
SENP6 inh	7	x	x	-15	-14	-20	14	13	-14	x
HKDC1 inhibitor	3	16	-2	-1	-3	-2	1	-2	-1	-5
MPTP block	73*	-1.7	-0.6	-2.3	2.3	2.9	-0.4	-1.4	12	-1.5
PfG6PD inh	32	22	0	1	-10	-5	3	-22	19	-9

Rewritten field by field: part of the list above.
8	COc1ccc(N=Cc2c(O)n(C)c(=O)[nH]c2=O)cc1
  SENP7 inh: 23 | SENP8 inh: -36 | GRIN3A LBD mod: -2 | ATG4B inh: 4 | SENP6 inh: 13 | HKDC1 inhibitor: -2 | MPTP block: -1.4 | PfG6PD inh: -22

1	CCN1C(=O)C(=Cc2ccc(C)s2)C(=O)N(CC)C1=S
  SENP7 inh: 10 | SENP8 inh: -222 | GRIN3A LBD mod: 3 | ATG4B inh: 13 | SENP6 inh: 7 | HKDC1 inhibitor: 3 | MPTP block: 73* | PfG6PD inh: 32

2	CC1=C(N2CC2)C(=O)C(CO)=C(N2CC2)C1=O
  SENP7 inh: x | SENP8 inh: 63* | GRIN3A LBD mod: 3 | ATG4B inh: 5 | SENP6 inh: x | HKDC1 inhibitor: 16 | MPTP block: -1.7 | PfG6PD inh: 22

More compounds follow.
11	COC(=O)C(O)(c1ccc(NC(=S)NC(=O)c2ccc(Cl)cc2Cl)cc1)C(F)(F)F (stereo not drawn)
12	O=C(Cn1cc(C(=O)c2ccccc2)c2ccccc21)NCc1ccco1
13	Cc1nn(Cc2ccccc2Cl)c(Cl)c1C(=O)O
14	Fc1ccccc1N1CCN(Cc2c(F)cccc2F)CC1
15	O=C(C1CC(=O)N(c2ccc(F)c(Cl)c2)C1)N1CCC2(CC1)OCCO2 (stereo not drawn)
16	COP(=O)(OC)C(NC(=O)/C=C/c1ccccc1)C(Cl)(Cl)Cl (stereo not drawn)
17	CS(=O)(=O)CCN1CC2CCCC(C2)C1
18	O=C1CC(=O)N(c2cccc(Cl)c2)C(=O)N1
19	CCCN(CCC)C1CCc2cccc(O)c2C1 (stereo not drawn)
20	CC12CN3CCN(C1)CC(C)(C3)C2=NN
Assay by compound	11	12	13	14	15	16	17	18	19	20
SENP7 inh	-6	7	-3	6	0	-4	x	-15	-2	2
SENP8 inh	4	7	-6	27	6	-5	11	5	6	7
GRIN3A LBD mod	3	3	1	0	2	-1	1	0	1	1
ATG4B inh	-6	-2	-30	2	3	7	-4	-8	-4	-8
SENP6 inh	-27	7	-11	11	-10	11	x	-23	-2	-31
HKDC1 inhibitor	4	0	-6	-8	-15	-11	-6	-7	-7	-3
MPTP block	6.3	0.8	1.6	-1.5	-0.2	-1.2	-2.1	-0.3	-0.9	1.6
PfG6PD inh	19	-13	-12	-1	9	1	7	-7	7	2

Arranged by SMILES length (largest number first): some entries from above.
16	COP(=O)(OC)C(NC(=O)/C=C/c1ccccc1)C(Cl)(Cl)Cl (stereo not drawn)
20	CC12CN3CCN(C1)CC(C)(C3)C2=NN
17	CS(=O)(=O)CCN1CC2CCCC(C2)C1
19	CCCN(CCC)C1CCc2cccc(O)c2C1 (stereo not drawn)
Assay by compound	16	20	17	19
SENP7 inh	-4	2	x	-2
SENP8 inh	-5	7	11	6
GRIN3A LBD mod	-1	1	1	1
ATG4B inh	7	-8	-4	-4
SENP6 inh	11	-31	x	-2
HKDC1 inhibitor	-11	-3	-6	-7
MPTP block	-1.2	1.6	-2.1	-0.9
PfG6PD inh	1	2	7	7

Going on with the list:
21	CCCCCCOC(=O)c1ccccc1N
22	Cc1cc(C=O)c(C)n1C1CCCCC1
23	N=c1sccn1Cc1ccc(Cl)cc1Cl
24	N#CSCC(=O)N1c2ccccc2CCc2ccccc21
25	c1cnc2c(c1)ccc1ncccc12
26	O=c1[nH]c(=S)n(Cc2ccc(F)cc2)c(O)c1C=NCc1ccc2c(c1)OCO2
27	COC(=O)C1=C(c2ccccc2)C[C@@H]2CC[C@H]1N2C(=O)NCc1ccc(C(F)(F)F)cc1
28	CCCCCn1c(=O)c(C(=O)Nc2cc(C)ccn2)c(O)c2ccccc21
29	O=c1[nH]c(=S)[nH]c(O)c1C(c1ccccn1)c1c(O)[nH]c(=S)[nH]c1=O
30	c1ccc(CNCCc2ccc3c(c2)OCO3)nc1
Assay by compound	21	22	23	24	25	26	27	28	29	30
SENP7 inh	-8	-5	-1	1	-3	2	7	1	-2	-8
SENP8 inh	i	17	16	7	13	17	5	-117	7	10
GRIN3A LBD mod	0	3	-1	2	-2	-1	-3	3	-3	-4
ATG4B inh	0	8	9	-32	0	-6	7	-9	-1	1
SENP6 inh	26	4	-11	2	-15	-18	-2	6	12	-11
HKDC1 inhibitor	2	5	4	-1	-7	-3	0	-9	-11	6
MPTP block	2.7	3.4	-0.8	-0.1	-0.1	-0.2	0.3	5.5	0.2	0.2
PfG6PD inh	12	-19	-2	8	-4	6	19	-1	15	-13

31	CC(=O)NC1CC2CCC(C1)N2 (stereo not drawn)
32	O=[N+]([O-])c1[nH]cnc1Br
33	C=CCn1c(O)c(/C(C)=N/N2CCCCCC2)c(=O)[nH]c1=O
34	CCC(=NCCN1CCOCC1)c1c(O)n(C2CCCCC2)c(=O)[nH]c1=O
35	CC(O)CNc1ccc([N+](=O)[O-])c2cccnc12 (stereo not drawn)
36	CCOC(=O)C1(CCc2ccccc2)CCN(Cc2cccc3c2OCO3)CC1
37	COc1ccc(C(=O)N2CCOCC2)cc1S(=O)(=O)N1CCC(C)CC1
38	COC(=O)C1=C(c2ccccc2OCc2ccccc2)C[C@@H]2CC[C@H]1N2C(=O)NCc1ccc(C(F)(F)F)cc1
39	O=Cc1cn(Cc2cccc([N+](=O)[O-])c2)c2ccccc12
40	O=C1CCN(C(=O)CCCn2c(=O)oc3ccccc32)CC1
Assay by compound	31	32	33	34	35	36	37	38	39	40
SENP7 inh	0	x	16	4	16	-11	11	-5	2	2
SENP8 inh	5	9	7	16	33	9	15	6	0	12
GRIN3A LBD mod	1	-1	14*	1	-8	1	1	-1	2	0
ATG4B inh	3	7	-5	-8	3	11	9	-3	-5	-3
SENP6 inh	15	x	-15	4	19	-14	-15	-6	-3	5
HKDC1 inhibitor	-8	2	-2	-3	-1	-3	-9	3	-5	5
MPTP block	-1.6	-0.1	0.5	2.4	1.9	38	-1.1	0.6	2.1	1.2
PfG6PD inh	-13	-11	-7	4	5	3	-2	1	-9	-2

41	Cc1c(Cl)cccc1N1C(=O)NC(=O)/C(=C\c2cc(C)n(-c3cccc(C(=O)O)c3C)c2C)C1=O
42	COc1cccc(O)c1CN1CCCC(C(=O)c2ccccc2SC)C1 (stereo not drawn)
43	CC#CP(=O)(OC)C(O)(CF)c1ccccc1 (stereo not drawn)
44	CCOC(=O)CC(SP1(=S)OCC2(CC=CCC2)CO1)C(=O)OCC (stereo not drawn)
45	Cn1cnnc1Sc1cc(N2CCNCC2)ccc1[N+](=O)[O-]
46	CCOC(=O)c1cc2c(cn1)[nH]c1ccccc12
47	C/C(=N\N1CCCCCC1)c1c(O)n(C2CCCCC2)c(=O)[nH]c1=O
48	CN(C)C(=O)Oc1ccc(Cl)c2cccnc12
49	C=Cc1cc(OC)c2c(c1)c(=O)oc1c2cc(OC)c2c(O)ccc(C3OC(C)C(O)C(C)(O)C3O)c21 (stereo not drawn)
50	Cc1cc(C)n(-c2ccc(NN=C(C#N)C#N)cc2)n1
Assay by compound	41	42	43	44	45	46	47	48	49	50
SENP7 inh	11	6	-11	x	1	-11	12	1	x	90*
SENP8 inh	12	4	14	-8	18	-118	12	-15	-258	22
GRIN3A LBD mod	2	-1	-1	2	1	4	2	-1	4	2
ATG4B inh	2	8	13	-6	-6	-6	-4	2	13	-1
SENP6 inh	-3	-4	-14	x	1	-2	-4	-10	x	92*
HKDC1 inhibitor	0	-6	-6	-4	3	-3	-1	-9	22	4
MPTP block	1.4	2.0	1.0	-0.6	1.1	-1.9	5.7	0.7	1.1	84*
PfG6PD inh	2	6	-5	15	5	21	0	-2	16	-4

51	C[C@]12CC[C@@H](O)CC1=CCC1C2CC[C@]2(C)C(=O)[C@H](F)CC12 (stereo partly drawn)
52	Cc1ccccc1C(=O)NC(Oc1ccccc1)C(Cl)(Cl)Cl (stereo not drawn)
53	COC(=O)C1=C(c2c(C)noc2C)C[C@@H]2CC[C@H]1N2C(=O)NCc1ccc2c(c1)OCO2
54	COC(=O)C1=C(c2ccc(F)cc2OCc2ccccc2)C[C@@H]2CC[C@H]1N2C(=O)NCc1ccc(N(C)C)cc1
55	CC(=NCc1ccco1)c1c(O)n(C)c(=O)n(C)c1=O
56	N#CC(C#N)=C(C#N)c1ccc(Nc2ccccc2)cc1
57	CCN1C(=O)N(CC)C(=O)C2(Cc3ccccc3N3CCN(c4ccccc4)CC32)C1=O (stereo not drawn)
58	COCCCn1c(N)c(C(=O)OCCOC)c2nc3ccccc3nc21
59	O=C(O)c1ccc(-n2c(O)c(/C=C3\C=Nc4ccccc43)c(=O)[nH]c2=O)cc1
60	COc1ccc(Cl)cc1C(=O)C1CCCN(CCO)C1 (stereo not drawn)
Assay by compound	51	52	53	54	55	56	57	58	59	60
SENP7 inh	1	4	2	-1	2	0	2	57*	-7	3
SENP8 inh	5	2	13	17	11	-153	19	-472	16	-108
GRIN3A LBD mod	0	4	-3	-3	-1	-7	1	0	1	1
ATG4B inh	-1	5	11	1	5	5	-7	-15	-1	11
SENP6 inh	11	11	-4	0	-2	10	0	58*	-8	-8
HKDC1 inhibitor	-6	-7	-6	2	4	29	1	10	3	-2
MPTP block	-1.3	1.2	-0.4	0.5	-0.3	118*	0.1	-2.4	0.4	-1.8
PfG6PD inh	11	-10	2	3	5	9	4	14	13	15

61	Cc1ccc(N2C(=O)NC(=O)/C(=C\c3ccc(N4CCOCC4)cc3)C2=O)cc1
62	Cc1cc(OCC(=O)N2C[C@H]3C[C@@H](C2)c2cccc(=O)n2C3)c2c(C)cc(=O)oc2c1
63	COC1C(O)C(C)OC(OC2C(Oc3cccc4c(O)c5c(=O)oc6ccc(C)c7c(=O)oc(c34)c5c67)OC(C)C(O)C2O)C1O (stereo not drawn)
64	CCOc1ccc(-n2c(O)c(C=Nc3ccc(N4CCOCC4)cc3)c(=O)[nH]c2=O)cc1
65	CC1([N+](=O)[O-])COP(=O)(Nc2cccc(Br)c2)OC1 (stereo not drawn)
Assay by compound	61	62	63	64	65
SENP7 inh	1	1	x	-6	x
SENP8 inh	-18	-93	-466	-31	8
GRIN3A LBD mod	2	-4	2	1	0
ATG4B inh	8	-8	0	-9	1
SENP6 inh	-3	-2	x	13	x
HKDC1 inhibitor	3	-3	21	8	5
MPTP block	16	-0.9	-1.7	-2.4	0.5
PfG6PD inh	5	3	5	1	10
